TcdB inh: TcdB glycohydrolase inhibitors, primary screen, biochemical, single point, plate reader | TcdB glycohydrolase enzymatic assay | inhibition, % at 9.99 µM | 0.24% of 350,000 active | AID 652162, 2013; in the data active = inhibition above about 10%
Target sequence (P18177 whole entry, looked up): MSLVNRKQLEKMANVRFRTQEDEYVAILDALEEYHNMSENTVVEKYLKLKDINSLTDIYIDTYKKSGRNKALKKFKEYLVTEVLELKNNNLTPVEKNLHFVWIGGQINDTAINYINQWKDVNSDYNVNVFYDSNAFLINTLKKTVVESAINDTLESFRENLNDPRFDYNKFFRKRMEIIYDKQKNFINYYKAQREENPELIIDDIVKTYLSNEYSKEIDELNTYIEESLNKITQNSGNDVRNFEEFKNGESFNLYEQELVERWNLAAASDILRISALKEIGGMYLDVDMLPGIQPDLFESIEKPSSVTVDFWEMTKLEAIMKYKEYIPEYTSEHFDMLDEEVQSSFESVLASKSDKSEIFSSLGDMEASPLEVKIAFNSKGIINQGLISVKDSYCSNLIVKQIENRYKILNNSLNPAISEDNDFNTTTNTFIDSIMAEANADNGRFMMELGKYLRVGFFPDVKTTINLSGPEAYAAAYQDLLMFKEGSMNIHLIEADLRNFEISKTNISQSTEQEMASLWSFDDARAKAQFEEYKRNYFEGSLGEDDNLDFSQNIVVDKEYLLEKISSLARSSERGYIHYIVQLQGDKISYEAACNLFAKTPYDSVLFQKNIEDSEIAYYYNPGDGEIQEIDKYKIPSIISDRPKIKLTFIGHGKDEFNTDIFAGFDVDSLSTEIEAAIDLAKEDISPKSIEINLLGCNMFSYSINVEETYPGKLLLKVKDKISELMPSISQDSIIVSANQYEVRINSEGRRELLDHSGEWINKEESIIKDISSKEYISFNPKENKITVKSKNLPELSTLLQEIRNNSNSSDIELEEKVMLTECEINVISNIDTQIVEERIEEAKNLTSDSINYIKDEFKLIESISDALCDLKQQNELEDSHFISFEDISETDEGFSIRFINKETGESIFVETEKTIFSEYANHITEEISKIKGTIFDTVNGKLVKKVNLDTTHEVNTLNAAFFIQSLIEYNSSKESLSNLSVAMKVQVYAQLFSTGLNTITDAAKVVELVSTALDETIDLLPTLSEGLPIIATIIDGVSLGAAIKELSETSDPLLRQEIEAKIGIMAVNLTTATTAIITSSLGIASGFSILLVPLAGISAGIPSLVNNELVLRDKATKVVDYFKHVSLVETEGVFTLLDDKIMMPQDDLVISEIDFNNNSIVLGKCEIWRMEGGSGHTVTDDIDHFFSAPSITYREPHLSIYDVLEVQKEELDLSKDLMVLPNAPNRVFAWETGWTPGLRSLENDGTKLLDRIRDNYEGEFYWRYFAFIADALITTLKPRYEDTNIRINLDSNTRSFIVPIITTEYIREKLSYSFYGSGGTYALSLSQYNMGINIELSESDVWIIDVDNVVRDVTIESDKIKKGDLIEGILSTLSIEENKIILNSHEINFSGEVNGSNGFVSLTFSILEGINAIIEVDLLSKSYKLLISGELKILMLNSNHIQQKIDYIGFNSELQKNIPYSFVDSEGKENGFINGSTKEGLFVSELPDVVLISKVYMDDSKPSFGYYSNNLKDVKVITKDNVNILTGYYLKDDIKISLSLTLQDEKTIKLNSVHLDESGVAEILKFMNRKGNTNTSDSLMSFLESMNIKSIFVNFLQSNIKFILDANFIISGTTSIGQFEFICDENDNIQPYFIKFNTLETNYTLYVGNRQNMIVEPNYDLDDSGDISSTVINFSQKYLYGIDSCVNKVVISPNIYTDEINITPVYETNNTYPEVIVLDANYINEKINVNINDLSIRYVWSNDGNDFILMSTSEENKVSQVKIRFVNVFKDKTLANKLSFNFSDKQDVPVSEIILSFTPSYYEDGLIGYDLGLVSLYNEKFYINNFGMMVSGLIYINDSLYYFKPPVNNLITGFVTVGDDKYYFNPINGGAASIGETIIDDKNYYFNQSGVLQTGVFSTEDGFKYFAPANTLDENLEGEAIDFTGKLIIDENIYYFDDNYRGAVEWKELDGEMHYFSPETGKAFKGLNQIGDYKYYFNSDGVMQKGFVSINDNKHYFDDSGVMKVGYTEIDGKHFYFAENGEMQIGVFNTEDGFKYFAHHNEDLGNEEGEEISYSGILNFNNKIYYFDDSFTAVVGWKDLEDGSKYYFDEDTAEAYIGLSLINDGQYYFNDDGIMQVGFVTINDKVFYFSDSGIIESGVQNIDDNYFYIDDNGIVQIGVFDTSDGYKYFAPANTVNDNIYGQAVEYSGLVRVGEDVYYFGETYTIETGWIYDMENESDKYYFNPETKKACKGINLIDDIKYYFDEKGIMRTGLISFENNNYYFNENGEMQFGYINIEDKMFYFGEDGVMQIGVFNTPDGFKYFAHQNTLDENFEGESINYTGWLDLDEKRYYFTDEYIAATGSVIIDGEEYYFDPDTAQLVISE
Numbers without * were called inactive; & = joins results of further samples.

How did COCC(=O)N1[C@H](C#N)[C@H](c2ccccc2C2=CCCCC2)[C@H]1CO do in these assays?
TcdB inh: 0.8

What do the screens show for `C[C@@H]1CCCCO[C@@H](CN(C)C(=O)NC2CCCCC2)[C@H](C)CN([C@H](C)CO)C(=O)c2cc(NC(=O)Nc3ccc4c(c3)OCO4)ccc2O1`?
TcdB inh: -4.2

What do the screens show for `C[C@@H]1CCCCO[C@H](CN(C)S(=O)(=O)c2ccc(F)cc2)[C@H](C)CN([C@@H](C)CO)C(=O)c2cc(NS(=O)(=O)c3cn(C)cn3)ccc2O1`?
TcdB inh: 1.3

How did C[C@@H]1CN([C@H](C)CO)S(=O)(=O)c2ccc(C3=CCCC3)cc2O[C@H]1CN(C)C(=O)C1CCCCC1 do in these assays?
TcdB inh: 0.7

What do the screens show for `CC(C)NC(=O)N(C)C[C@@H]1Oc2cc(C#Cc3ccccn3)ccc2S(=O)(=O)N([C@H](C)CO)C[C@@H]1C`?
TcdB inh: -0.9

Results for O=C(C1=C[C@@H](c2ccc3c(c2)OCO3)C[C@@H](OCc2ccc(CO)cc2)O1)N1CCCCC1 ?
TcdB inh: -0.7

How did N#C[C@@H]1[C@@H](c2ccccc2C2=CCCCC2)[C@@H](CO)N1C(=O)C1CCOCC1 do in these assays?
TcdB inh: 1.3

What do the screens show for `Cc1noc(C)c1S(=O)(=O)Nc1ccc2c(c1)C(=O)N([C@H](C)CO)C[C@H](C)[C@@H](CN(C)C(=O)Nc1ccc(F)cc1)OCCCC[C@@H](C)O2`?
TcdB inh: 0.0

How did Cc1noc(C)c1NC(=O)N(C)C[C@H]1Oc2ccc(N(C)C)cc2CC(=O)N([C@H](C)CO)C[C@@H]1C do in these assays?
TcdB inh: -16

How did COc1ccc(S(=O)(=O)Nc2ccc3c(c2)C(=O)N([C@@H](C)CO)C[C@H](C)[C@@H](CN(C)S(=O)(=O)c2ccc(F)cc2)OCCCC[C@@H](C)O3)cc1 do in these assays?
TcdB inh: -1.3

How did C[C@@H]1CN([C@@H](C)CO)C(=O)Cc2cc(NC(=O)Nc3ccc(F)cc3)ccc2O[C@@H]1CN(C)Cc1ccccc1 do in these assays?
TcdB inh: -0.3

What do the screens show for `CCS(=O)(=O)N1Cc2cc(C(=O)N(C)C)nc(-c3cccc(-c4ccc(C#N)cc4)c3)c2[C@@H]1CCO`?
TcdB inh: -0.4

How did COc1ccc(S(=O)(=O)N(C)C[C@H]2Oc3c(NC(=O)Nc4ccc(C(F)(F)F)cc4)cccc3C(=O)N([C@@H](C)CO)C[C@H]2C)cc1 do in these assays?
TcdB inh: -1.2

Results for Cc1noc(C)c1NC(=O)Nc1ccc2c(c1)C(=O)N([C@@H](C)CO)C[C@H](C)[C@@H](CN(C)C(=O)Nc1ccc(F)cc1)O2 ?
TcdB inh: 1.3

Results for CNC[C@@H]1Oc2ccc(NC(=O)Nc3cccc4ccccc34)cc2C(=O)N([C@@H](C)CO)C[C@H]1C ?
TcdB inh: 0.9

How did C[C@@H]1CN([C@@H](C)CO)C(=O)c2cc(NC(=O)Cn3cnnn3)ccc2O[C@H]1CN(C)Cc1ccc(Cl)c(Cl)c1 do in these assays?
TcdB inh: 0.0

Results for C[C@@H](O)C#Cc1ccc([C@@H]2[C@H]3CN(S(=O)(=O)Cc4ccccc4)CCCCN3[C@H]2CO)cc1 ?
TcdB inh: 0.0

How did C[C@@H]1CN([C@@H](C)CO)C(=O)c2c(c3ccccc3n2C)-c2ccccc2CO[C@@H]1CN(C)Cc1cccc(O)c1 do in these assays?
TcdB inh: 1.7

How did COc1cc2c(cc1O)C=[N+](Cc1cccc(OC(F)(F)F)c1)CC2 do in these assays?
TcdB inh: 0.4

How did O=C(c1cnccn1)N1CC(=O)N2[C@H](C1)[C@@H](c1ccc(-c3cccc(F)c3)cc1)[C@@H]2CO do in these assays?
TcdB inh: 0.7

Results for Cc1ccc(-c2ccc([C@@H]3[C@@H](CO)N4C(=O)CN(C(=O)c5ccccc5)C[C@H]34)cc2)cc1 ?
TcdB inh: -0.2

What do the screens show for `O=C(C[C@H]1C=C[C@H](NC(=O)C2CCC2)[C@@H](CO)O1)NCc1ccncc1`?
TcdB inh: -0.4

How did C[C@H]1CN([C@@H](C)CO)C(=O)Cc2cc(NC(=O)Cc3ccccc3)ccc2O[C@@H]1CN(C)C(=O)NC1CCCCC1 do in these assays?
TcdB inh: 0.0

How did CCS(=O)(=O)N1CC(=O)N2[C@H](CO)[C@@H](c3ccc(C#CCC4CCCC4)cc3)[C@@H]2C1 do in these assays?
TcdB inh: 1.1

What do the screens show for `COc1ccc2c3c([nH]c2c1)[C@@H](CO)N(C(C)=O)CC31CCN(C(=O)Nc2ccc(F)cc2F)CC1`?
TcdB inh: -0.7

Results for COc1ccc(CN(C)C[C@H]2Oc3ccc(NS(=O)(=O)c4ccc(C)cc4)cc3C(=O)N([C@@H](C)CO)C[C@@H]2C)cc1 ?
TcdB inh: -6.3

What do the screens show for `CCC(=O)N1[C@H](CO)[C@H]2c3ccccc3N(C(=O)Nc3cccc(Cl)c3)C[C@H]21`?
TcdB inh: -0.4

Results for CO[C@@H]1CN(C)C(=O)c2ccc(NS(C)(=O)=O)cc2OC[C@@H](C)N(Cc2nccs2)C[C@@H]1C ?
TcdB inh: 1.0

Results for COCC(=O)Nc1ccc2c(c1)OC[C@@H](C)N(Cc1ccncc1)C[C@H](C)[C@H](OC)CN(C)C2=O ?
TcdB inh: -4.4

Results for O=C(C[C@@H]1C[C@H]2c3cc(NC(=O)C4CCC4)ccc3O[C@H]2[C@H](CO)O1)NCc1ccncc1 ?
TcdB inh: -0.1

Entries above containing a Cl atom:
How did C[C@@H]1CN([C@@H](C)CO)C(=O)c2cc(NC(=O)Cn3cnnn3)ccc2O[C@H]1CN(C)Cc1ccc(Cl)c(Cl)c1 do in these assays?
TcdB inh: 0.0

What do the screens show for `CCC(=O)N1[C@H](CO)[C@H]2c3ccccc3N(C(=O)Nc3cccc(Cl)c3)C[C@H]21`?
TcdB inh: -0.4

Going on with the list.
Results for CCCN(C[C@@H]1N[C@@H](CO)[C@H]1c1ccc(-c2cccnc2)cc1)C(C)=O ?
TcdB inh: -3.5

How did CC(=O)N(C)C[C@H]1Oc2cc(C#Cc3ccccc3)ccc2S(=O)(=O)N([C@@H](C)CO)C[C@@H]1C do in these assays?
TcdB inh: 1.7

How did COCC(=O)N(C)C[C@@H]1Oc2cc(-c3ccc(C)cc3)ccc2S(=O)(=O)N([C@@H](C)CO)C[C@@H]1C do in these assays?
TcdB inh: 0.1

Results for C[C@@H]1CCCCO[C@H](CN(C)C(=O)Nc2ccc(F)cc2)[C@H](C)CN([C@H](C)CO)C(=O)c2cc(NS(C)(=O)=O)ccc2O1 ?
TcdB inh: -2.7

What do the screens show for `C[C@H]1CN([C@@H](C)CO)C(=O)CCCn2cc(nn2)CO[C@H]1CN(C)Cc1ccc2c(c1)OCCN2C`?
TcdB inh: -0.3

What do the screens show for `N#Cc1ccc(-c2ccc([C@H]3[C@@H](CO)N4C(=O)CN(C(=O)C5CCCC5)C[C@@H]34)cc2)cc1`?
TcdB inh: 0.2

How did CCCC#Cc1ccc2c(c1)O[C@@H](CN(C)C(=O)NC(C)C)[C@@H](C)CN([C@H](C)CO)S2(=O)=O do in these assays?
TcdB inh: -0.9

What do the screens show for `CO[C@H]1CN(C)C(=O)c2ccc(NC(C)=O)cc2OC[C@H](C)N(C(=O)c2ccccc2)C[C@@H]1C`?
TcdB inh: -0.5

Results for Cc1ccc(S(=O)(=O)Nc2ccc3c(c2)C(=O)N([C@@H](C)CO)C[C@H](C)[C@H](CN(C)C(=O)Nc2ccc(C(F)(F)F)cc2)O3)cc1 ?
TcdB inh: -0.1

How did C[C@@H]1CN([C@H](C)CO)C(=O)Cc2cc(NS(=O)(=O)c3ccc(Cl)cc3)ccc2O[C@H]1CN(C)CC1CCCCC1 do in these assays?
TcdB inh: -0.8

How did COc1ccccc1S(=O)(=O)N[C@H]1C=C[C@H](CC(=O)NCc2cc(F)cc(F)c2)O[C@H]1CO do in these assays?
TcdB inh: 1.7

Results for O=C(Nc1cccc(F)c1)N1C[C@@H]2[C@H](c3ccccc31)[C@@H](CO)N2C(=O)c1ccccn1 ?
TcdB inh: 0.3

How did C[C@H](CO)N1C[C@H](C)[C@@H](CN(C)C(=O)CCCN(C)C)OCCCC[C@H](C)Oc2ccc(NS(=O)(=O)c3ccc(F)cc3)cc2C1=O do in these assays?
TcdB inh: -0.9

How did C[C@H](CO)N1C[C@H](C)[C@H](CN(C)C(=O)NC2CCCCC2)Oc2ccc(NC(=O)CCCN(C)C)cc2C1=O do in these assays?
TcdB inh: 0.8

How did COc1cccc(-c2ccc(C3[C@H]4CNC[C@@H]3N4S(=O)(=O)c3cccc(Cl)c3)cc2)c1 (stereo partly specified) do in these assays?
TcdB inh: 0.5&0.1

What do the screens show for `COc1ccc(S(=O)(=O)Nc2ccc3c(c2)CC(=O)N([C@@H](C)CO)C[C@@H](C)[C@@H](CN(C)Cc2ccncc2)O3)cc1`?
TcdB inh: -0.2

Results for O=C(c1cccnc1)N1CC(=O)N2[C@H](CO)[C@H](c3ccc(C#CCC4CCCC4)cc3)[C@H]2C1 ?
TcdB inh: 0.3

Results for C[C@@H]1CN([C@@H](C)CO)C(=O)c2cc(NS(C)(=O)=O)ccc2O[C@H]1CN(C)Cc1ccc(C(=O)O)cc1 ?
TcdB inh: 0.1

How did COc1ccccc1S(=O)(=O)N[C@H]1CC[C@@H](CC(=O)N2CCCCC2)O[C@H]1CO do in these assays?
TcdB inh: -3.6

What do the screens show for `CO[C@H]1CN(C)C(=O)c2cc(NC(=O)c3ccccc3F)ccc2OC[C@@H](C)N(C)C[C@H]1C`?
TcdB inh: 1.5

What do the screens show for `C[C@H]1CCCCO[C@H](CN(C)S(=O)(=O)c2ccc(F)cc2)[C@@H](C)CN([C@@H](C)CO)C(=O)c2cc(NS(C)(=O)=O)ccc2O1`?
TcdB inh: -0.5

How did O=C(C[C@H]1C=C[C@@H](NC(=O)c2cccc(F)c2)[C@H](CO)O1)NCc1ccccc1 do in these assays?
TcdB inh: -0.2

What do the screens show for `C[C@@H]1CN([C@H](C)CO)C(=O)c2cc(NC(=O)Nc3cccc4ccccc34)ccc2O[C@@H](C)CCCCO[C@H]1CN(C)Cc1ccncc1`?
TcdB inh: -2.3

Results for CCS(=O)(=O)Nc1ccc2c(c1)C(=O)N(C)[C@H]1CC[C@H](CC(=O)N3CCCCC3)O[C@@H]1CO2 ?
TcdB inh: 0.2

What do the screens show for `CC(=O)N(C)C[C@@H]1Oc2ncc(C#Cc3ccncc3)cc2C(=O)N([C@H](C)CO)C[C@H]1C`?
TcdB inh: -1.0

What do the screens show for `Cc1ccc(S(=O)(=O)N2CC[C@H]3[C@@H](CO)N(C)c4ccc(-c5ccc(C#N)cc5)cc4[C@H]32)cc1`?
TcdB inh: -1.0

How did COc1ccc(S(=O)(=O)N2C[C@@H](O)COC[C@@H]3O[C@@H](CC(=O)N[C@H]4CCN(Cc5ccccc5)C4)CC[C@H]32)cc1 do in these assays?
TcdB inh: -0.6

Results for C/C=C/c1ccc([C@@H]2[C@H]3CN(C(=O)Nc4ccc(OC)cc4)CC(=O)N3[C@H]2CO)cc1 ?
TcdB inh: 0.7

Results for Cc1ccc(S(=O)(=O)N(C)C[C@H]2OCCCC[C@H](C)Oc3ccc(NC(=O)Nc4ccc(C(F)(F)F)cc4)cc3C(=O)N([C@H](C)CO)C[C@H]2C)cc1 ?
TcdB inh: -1.6

What do the screens show for `CO[C@H]1CN(C)C(=O)c2cc(NC(=O)c3cccc(F)c3)ccc2OC[C@@H](C)N(CC2CC2)C[C@@H]1C`?
TcdB inh: 0.2

What do the screens show for `Cc1noc(C)c1NC(=O)Nc1ccc2c(c1)C(=O)N([C@H](C)CO)C[C@H](C)[C@H](CN(C)Cc1ccc(Cl)c(Cl)c1)OCCCC[C@H](C)O2`?
TcdB inh: 0.0

What do the screens show for `CNC(=O)C[C@H]1CC[C@H]2[C@@H](COC[C@H](O)CN2S(=O)(=O)c2cccc(Cl)c2)O1`?
TcdB inh: -1.8

Results for COC(=O)C[C@@H]1CC[C@@H]2[C@@H](COc3ccc(NC(=O)Nc4ccccc4C)cc3C(=O)N2C)O1 ?
TcdB inh: 2.5

Results for O=C(C[C@H]1CC[C@@H](NS(=O)(=O)c2ccccc2)[C@H](CO)O1)NCc1ccccc1F ?
TcdB inh: -0.2

Results for CC(=O)N(C[C@@H]1[C@@H](c2ccc(C3=CCCC3)cc2)[C@@H](CO)N1CC1CC1)C(C)C ?
TcdB inh: -5.0

How did CN(C)C(=O)c1cccc(-c2ccc(C3[C@@H]4CN(C(=O)Nc5ccccc5F)C[C@H]3N4)cc2)c1 (stereo partly specified) do in these assays?
TcdB inh: 0.6&0.1

In the list so far, these have a cyano group.
How did COCC(=O)N1[C@H](C#N)[C@H](c2ccccc2C2=CCCCC2)[C@H]1CO do in these assays?
TcdB inh: 0.8

How did N#C[C@@H]1[C@@H](c2ccccc2C2=CCCCC2)[C@@H](CO)N1C(=O)C1CCOCC1 do in these assays?
TcdB inh: 1.3

What do the screens show for `CCS(=O)(=O)N1Cc2cc(C(=O)N(C)C)nc(-c3cccc(-c4ccc(C#N)cc4)c3)c2[C@@H]1CCO`?
TcdB inh: -0.4

What do the screens show for `N#Cc1ccc(-c2ccc([C@H]3[C@@H](CO)N4C(=O)CN(C(=O)C5CCCC5)C[C@@H]34)cc2)cc1`?
TcdB inh: 0.2

What do the screens show for `Cc1ccc(S(=O)(=O)N2CC[C@H]3[C@@H](CO)N(C)c4ccc(-c5ccc(C#N)cc5)cc4[C@H]32)cc1`?
TcdB inh: -1.0

Source: PubChem

Only part of the results is shown; the hit share may differ from the screen's.
